High-throughput results from PubChem BioAssay.
FAS-TE inh: FAS thioesterase (human) inhibition; 360,000 tested, 0.67% active; inhibition, % at 15 µM; AID 602261; recombinant FAS-TE, OMFH fluorogenic substrate, fluorescence endpoint; P49327;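 active = compounds whose normalised, plate-corrected inhibition of enzyme fluorescence in the single-dose primary screen is 50% or more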;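 also: 0% = DMSO with enzyme and 100% = substrate without enzyme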
Target sequence (P49327 whole entry, looked up): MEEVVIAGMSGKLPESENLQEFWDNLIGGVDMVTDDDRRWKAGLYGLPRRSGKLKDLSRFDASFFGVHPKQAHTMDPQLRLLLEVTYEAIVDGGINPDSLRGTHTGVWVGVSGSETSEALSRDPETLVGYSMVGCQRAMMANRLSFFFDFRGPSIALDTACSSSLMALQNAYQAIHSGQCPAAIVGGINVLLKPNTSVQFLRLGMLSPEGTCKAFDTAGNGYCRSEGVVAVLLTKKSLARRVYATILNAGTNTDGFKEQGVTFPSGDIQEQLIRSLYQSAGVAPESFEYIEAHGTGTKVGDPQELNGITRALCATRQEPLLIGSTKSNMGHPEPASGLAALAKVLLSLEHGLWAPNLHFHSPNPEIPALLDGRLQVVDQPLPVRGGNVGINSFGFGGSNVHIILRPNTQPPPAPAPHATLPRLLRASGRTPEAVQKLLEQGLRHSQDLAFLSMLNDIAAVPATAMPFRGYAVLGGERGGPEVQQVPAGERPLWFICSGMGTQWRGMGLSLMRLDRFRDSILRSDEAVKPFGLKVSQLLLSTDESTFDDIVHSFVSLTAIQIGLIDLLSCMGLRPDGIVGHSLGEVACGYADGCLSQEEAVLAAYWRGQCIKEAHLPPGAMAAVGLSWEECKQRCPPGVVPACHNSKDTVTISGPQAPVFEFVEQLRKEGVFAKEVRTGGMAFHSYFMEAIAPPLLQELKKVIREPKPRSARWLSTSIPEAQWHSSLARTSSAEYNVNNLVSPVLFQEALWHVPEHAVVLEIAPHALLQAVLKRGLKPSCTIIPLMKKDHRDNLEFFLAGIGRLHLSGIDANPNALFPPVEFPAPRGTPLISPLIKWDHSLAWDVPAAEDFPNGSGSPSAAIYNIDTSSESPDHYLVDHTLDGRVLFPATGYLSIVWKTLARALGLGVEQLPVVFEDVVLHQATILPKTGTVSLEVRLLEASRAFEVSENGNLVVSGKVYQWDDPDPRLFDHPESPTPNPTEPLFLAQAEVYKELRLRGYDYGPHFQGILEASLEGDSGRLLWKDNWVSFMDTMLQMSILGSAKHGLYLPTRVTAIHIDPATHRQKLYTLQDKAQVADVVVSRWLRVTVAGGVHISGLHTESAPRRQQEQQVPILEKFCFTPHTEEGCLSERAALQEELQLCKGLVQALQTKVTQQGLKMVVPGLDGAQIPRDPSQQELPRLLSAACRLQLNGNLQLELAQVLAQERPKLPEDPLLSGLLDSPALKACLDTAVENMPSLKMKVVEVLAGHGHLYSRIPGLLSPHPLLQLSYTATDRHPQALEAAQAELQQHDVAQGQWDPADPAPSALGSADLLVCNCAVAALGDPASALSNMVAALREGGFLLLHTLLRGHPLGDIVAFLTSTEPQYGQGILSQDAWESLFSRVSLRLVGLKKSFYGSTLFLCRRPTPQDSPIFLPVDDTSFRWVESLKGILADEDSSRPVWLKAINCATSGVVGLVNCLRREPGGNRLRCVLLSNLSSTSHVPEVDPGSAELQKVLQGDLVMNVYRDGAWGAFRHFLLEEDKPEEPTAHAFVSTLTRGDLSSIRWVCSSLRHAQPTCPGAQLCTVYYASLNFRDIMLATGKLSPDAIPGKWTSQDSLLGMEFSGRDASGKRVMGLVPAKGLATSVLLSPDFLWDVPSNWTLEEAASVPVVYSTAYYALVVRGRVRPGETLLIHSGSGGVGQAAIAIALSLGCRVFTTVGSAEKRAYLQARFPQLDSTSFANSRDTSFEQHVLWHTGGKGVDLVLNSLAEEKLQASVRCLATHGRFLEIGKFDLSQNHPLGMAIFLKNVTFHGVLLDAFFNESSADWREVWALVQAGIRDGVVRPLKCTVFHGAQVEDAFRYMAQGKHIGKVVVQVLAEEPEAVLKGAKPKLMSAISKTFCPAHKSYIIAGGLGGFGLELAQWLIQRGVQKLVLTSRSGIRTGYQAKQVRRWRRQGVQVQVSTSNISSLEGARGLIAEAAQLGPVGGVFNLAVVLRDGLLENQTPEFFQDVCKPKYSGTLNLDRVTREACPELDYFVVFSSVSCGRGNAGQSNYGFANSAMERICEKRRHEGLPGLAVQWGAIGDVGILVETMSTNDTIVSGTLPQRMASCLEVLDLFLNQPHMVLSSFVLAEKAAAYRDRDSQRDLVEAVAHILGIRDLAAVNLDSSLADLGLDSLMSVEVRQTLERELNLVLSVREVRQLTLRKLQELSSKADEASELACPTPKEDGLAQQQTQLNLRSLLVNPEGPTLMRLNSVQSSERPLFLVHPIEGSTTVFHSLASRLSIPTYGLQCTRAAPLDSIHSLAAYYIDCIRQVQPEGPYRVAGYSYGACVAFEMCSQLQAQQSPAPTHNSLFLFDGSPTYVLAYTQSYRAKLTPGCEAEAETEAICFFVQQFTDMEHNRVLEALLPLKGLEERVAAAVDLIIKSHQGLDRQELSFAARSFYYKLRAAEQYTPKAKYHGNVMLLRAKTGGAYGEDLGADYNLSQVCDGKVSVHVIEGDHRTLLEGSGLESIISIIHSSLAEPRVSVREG
PABP1 MLLE inh: inhibitors of microRNA-mediated deadenylation, human PABP1 MLLE binding; P11940; GST-MLLE / FITC-PAM2 fluorescence polarization; inhibition, % at 20 µM; 360,000 tested, 0.36% active; in the data active = inhibition above about 35%, passing the limit was not always enough;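 also: plate controls were DMSO wells with GST-MLLE for no effect and wells lacking GST-MLLE protein for full effect; some results filed as inactive read as strong as hits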
MT1-MMP act inh: blocks activation of human MT1-MMP; GFP/RFP ratio change, % at 20 µM; HT1080 RFP-PRO-GFP cells, GFP/RFP ratio fluorescence, overnight; percent of plate control window, DMSO zero; P50281; 360,000 tested, 0.061% active;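 active = GFP/RFP ratio change of at least 30% with cell ATP level not reduced by more than half and red fluorescence within 50% of control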; also: strong numbers were not always called active
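Material – HT1080 RFP-PRO-GFP cells · Control set – DMSO wells and RFP-L50D-GFP cells · Incubation – overnight cell settling, then overnight compound exposure, 37 °C, 5% CO2 · Compound dosing – single-point 20 µM compound, 1% DMSO · Read-out – GFP/RFP fluorescence ratio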
Tb MetRS inh: blocks T. brucei methionyl-tRNA synthetase activity. inhibition, % at 11.9 µM. AID 624268. 360,000 tested, 0.4% active. purified T. brucei MetRS, ATP depletion, Kinase-Glo luminescence;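 active = inhibition above a per-plate cutoff of the control wells' mean inhibition plus 3 SD, cut at about 5.5% in these data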;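 also: 0% = DMSO wells median and 100% = median of wells with control inhibitor compound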
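technique = Kinase-Glo luminescence, ATP depletion format | system = purified MetRS (methionyl-tRNA synthetase) enzyme from Trypanosoma brucei | timing = 15 min preincubation, 2 h reaction, all 25 °C | evaluation = percent inhibition versus plate control medians | dosing = single dose, 11.9 µM final nominal, 0.9% final DMSO | also added = substrates ATP, L-methionine and bulk Escherichia coli tRNA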
NRP1-CendR mod: modulators of CendR peptide binding to human neuropilin-1; AID 602438; inhibition, % at 25 µM; 360,000 tested, 0.85% active; O14786; FAM-RPARPAR peptide binding to NRP-1, fluorescence polarization;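 active = inhibition or corrected inhibition above about 18%, plus a signal ratio from 0.5 to 1.5, limit read from the data, passing the limit was not always enough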; also: strong numbers were not always called active
MsrA inh: inhibits bovine methionine sulfoxide reductase A; purified bovine MsrA, absorbance read-out; inhibition, % at 15.5 µM; 360,000 tested, 0.75% active; in the data active = inhibition above about 4.5%;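 also: 0% = vehicle wells with enzyme and 100% = reference inhibitor wells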
E coli Lon inh: inhibits E. coli Lon protease | purified E. coli Lon protease, fluorescence polarization | inhibition, % at 7.94 µM | 360,000 tested, 0.42% active | AID 602123; in the data active = inhibition above about 13%, passing the limit was not always enough;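 also: 0% = enzyme with probe and DMSO and 100% = no enzyme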
SKN-1 inh: inhibitors of C. elegans SKN-1 | C. elegans VP596 Pgst-4::GFP/RFP ratio, acrylamide-induced, 24 h | inhibition, % at 21.8 µM | 360,000 tested, 0.49% active;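 active = interference check ratio from 0.5 to 1.5 plus GFP to RFP signal ratio inhibition reaching or exceeding a fixed threshold, cut at about 30% in these data, passing the limit was not always enough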; also: some compounds called inactive have numbers as strong as hits
MsrA act: activates bovine MsrA enzyme; purified bovine MsrA, absorbance read-out; activation, % at 10.6 µM; 360,000 tested, 0.3% active; AID 602163; in the data active = activation above about 7.5%;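 also: 0% = vehicle and 100% = reference activator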
* hit, by the source's call; . = not tested or not shown.

SMILES | FAS-TE inh | PABP1 MLLE inh | MT1-MMP act inh | Tb MetRS inh | NRP1-CendR mod | MsrA inh | E coli Lon inh | SKN-1 inh | MsrA act
c1ccc(-c2csc3ncnc(N4CCc5ccccc5C4)c23)cc1 | 25 | 3 | -7 | -0.2 | -6 | 0.1 | -1 | 7 | -2
CC1(C)Cc2ccccc2C2CC(O)C(=O)N21 (stereo not given) | -7 | 24 | -39 | -0.7 | 0 | 1.9 | -4 | 2 | -11
N=C1C(c2nc3ccccc3s2)=C(O)CN1c1ccccc1 | -8 | 5 | -2 | 0.1 | -8 | -0.1 | -2 | 12 | -5
Nc1nc(N)nc(Cc2ccccc2O)n1 | -12 | 16 | -2 | -0.2 | 15 | 1.1 | -10 | -14 | -3
C/C(Cn1nnc([N+](=O)[O-])n1)=N\NC(=O)c1ccc(O)cc1O | -6 | 20 | -13 | -0.9 | 8 | 2.0 | -4 | -5 | -6
COc1cccc(C(O)Cc2nc3ccccc3n2C)c1OC (stereo not given) | -6 | -2 | 5 | -0.5 | 6 | 1.2 | 0 | 8 | -3
CC(=O)N(CC(=O)N(CC(=O)O)c1ccc(Cl)cc1)c1ccc(Cl)cc1 | -5 | -16 | -1 | -0.3 | 4 | -1.7 | 1 | -2 | -2
CCOc1cc(/C=C/C(=O)c2ccc(O)cc2)ccc1OCC(=O)N(C)C | -16 | -3 | -3 | -0.7 | -4 | 2.5 | -3 | 5 | -7
Cc1cccc(-c2cc3nc(C)cc(NCCCN(C)C)n3n2)c1 | -6 | 10 | 0 | -0.3 | 8 | 1.7 | -13 | 11 | -7
Cc1noc(C)c1CC(=O)NC1CC(C)(C)Cc2c1cnn2-c1ccccc1 (stereo not given) | -5 | -10 | -2 | -0.2 | 6 | -0.3 | 8 | 6 | -4
Cc1cccc(NC(=O)c2cnc3sccn3c2=O)n1 | -4 | 4 | 0 | -1.1 | -9 | 1.9 | -11 | -5 | -7
CCOC(=O)N1CCC(c2cc(=O)n3[nH]ccc3n2)CC1 | -2 | -2 | -1 | -0.7 | 12 | -0.3 | 4 | -3 | 0
Cc1ccc(CN2CCN(/N=C/c3cc(Br)ccc3O)CC2)cc1 | 27 | 5 | 7 | -0.8 | -6 | 0.1 | -1 | -3 | -12
Nc1nc(NCCCN2CCOCC2)nc(Nc2ccc(Cl)cc2)c1[N+](=O)[O-] | 12 | 14 | -7 | -0.5 | -3 | 4.0 | -3 | 27 | -1
Cc1nc(C)n(CCNS(=O)(=O)c2ccc(C)c(C)c2)n1 | -10 | 7 | -3 | -0.3 | 5 | 1.0 | -6 | 8 | -2
CC(C)CCn1c(SCc2ccc(Cl)cc2)nc2c1c(=O)[nH]c(=O)n2C | 0 | 36 | 4 | 0.0 | -10 | -0.7 | -1 | 16 | 0
CCOC(=O)CNC(c1ccccc1)c1cc(Br)ccc1NC(=O)OCC (stereo not given) | 18 | 0 | -17 | 0.0 | -2 | 0.7 | -2 | 28 | -3
Cc1ccc(S(=O)(=O)N2CCC(=O)N(C(COCc3ccccc3)Cc3ccccc3)CC2)cc1 (stereo not given) | 28 | 10 | -6 | -0.4 | -13 | -0.7 | -8 | 6 | -3
C=CCN(c1ccccc1)S(=O)(=O)c1cccc(C(=O)Nc2ncccc2C)c1 | -5 | 2 | -8 | -0.4 | -7 | 0.3 | -16 | 12 | -2
O=C(Nc1cccc(-c2nc3ccccc3o2)c1)c1ccc(N2C(=O)C3C4C=CC(C4)C3C2=O)cc1 (stereo not given) | 12 | -5 | 1 | -0.3 | -12 | 0.3 | 7 | -4 | -1
C=CCNC(=O)C1CCCN(S(C)(=O)=O)C1 (stereo not given) | -11 | 5 | -1 | -1.2 | 6 | -0.9 | -3 | -13 | -13
Cc1noc(NS(=O)(=O)c2ccc(NC(=O)CCCOc3ccc(Cl)cc3Cl)cc2)c1C | -5 | 4 | 2 | 7.6* | -20 | -0.2 | -4 | -23 | -3
COC(=O)c1ccc(N2CCC(c3cc(-c4ccc(OC)cc4)n[nH]3)CC2)c([N+](=O)[O-])c1 | 29 | -10 | -2 | -0.2 | 3 | 1.2 | -1 | 8 | -4
COc1ccc(-c2cc(C3CC3)nc(N)c2C#N)cc1 | 24 | -4 | -1 | -1.3 | 4 | 0.4 | -2 | 9 | -8
Cc1ccc(CN(C)C(=O)c2ccccc2Oc2ccccc2)o1 | -3 | 11 | -4 | -0.9 | -5 | -0.5 | 1 | 9 | -5

Record cards, as listed above. Values in the order: FAS-TE inh, PABP1 MLLE inh, MT1-MMP act inh, Tb MetRS inh, NRP1-CendR mod, MsrA inh, E coli Lon inh, SKN-1 inh, MsrA act
Cc1ccc(CN(C)C(=O)c2ccccc2Oc2ccccc2)o1 is listed with -3, 11, -4, -0.9, -5, -0.5, 1, 9, -5
c1ccc(-c2csc3ncnc(N4CCc5ccccc5C4)c23)cc1 is listed with 25, 3, -7, -0.2, -6, 0.1, -1, 7, -2
CC(=O)N(CC(=O)N(CC(=O)O)c1ccc(Cl)cc1)c1ccc(Cl)cc1 is listed with -5, -16, -1, -0.3, 4, -1.7, 1, -2, -2
C/C(Cn1nnc([N+](=O)[O-])n1)=N\NC(=O)c1ccc(O)cc1O is listed with -6, 20, -13, -0.9, 8, 2.0, -4, -5, -6

Part of the list above, reformatted:
Every second line gives: FAS-TE inh | PABP1 MLLE inh | MT1-MMP act inh | Tb MetRS inh | NRP1-CendR mod | MsrA inh | E coli Lon inh | SKN-1 inh | MsrA act
- Cc1nc(C)n(CCNS(=O)(=O)c2ccc(C)c(C)c2)n1
 : -10 | 7 | -3 | -0.3 | 5 | 1.0 | -6 | 8 | -2
- CC(C)CCn1c(SCc2ccc(Cl)cc2)nc2c1c(=O)[nH]c(=O)n2C
 : 0 | 36 | 4 | 0.0 | -10 | -0.7 | -1 | 16 | 0

Additional structures follow:
SMILES | FAS-TE inh | PABP1 MLLE inh | MT1-MMP act inh | Tb MetRS inh | NRP1-CendR mod | MsrA inh | E coli Lon inh | SKN-1 inh | MsrA act
CCOC(=O)c1c(NC(=O)c2ccc(S(=O)(=O)N3CCOCC3)cc2)sc2c1CCN(C(C)C)C2 | 13 | -11 | -11 | -0.7 | -39 | 0.7 | 0 | -5 | -7
Cc1ccc([C@H]2N[C@]3(CCCN(Cc4ccc(Cl)cc4)C3=O)[C@H]3C(=O)N(Cc4ccccc4)C(=O)[C@@H]23)cc1 | 30 | -16 | 1 | -1.0 | 2 | -1.1 | -7 | 9 | -2
CC(C)CC(=O)N=C1SC2CS(=O)(=O)CC2N1Cc1ccccc1 (stereo not given) | -8 | 16 | -3 | -1.2 | 8 | 1.5 | -18 | -8 | -5
Cc1nn(-c2ccccc2)c(OC(=O)c2cccs2)c1S(=O)(=O)c1ccccc1 | -7 | 9 | 3 | -0.2 | -4 | -1.8 | -1 | 1 | -3
COCCN1CCN(Cc2cn(C)nc2-c2ccc(Oc3ccccc3)cc2)CC1 | -3 | 1 | 1 | 0.0 | 5 | -0.2 | -9 | -6 | -1
CC1CCc2nn(CC(=O)NCCC3=CCCCC3)cc2C1 (stereo not given) | 6 | 7 | 2 | 0.8 | -3 | -0.3 | -6 | 4 | -1
O=C(Oc1ccccc1Cl)c1ccc2c(=O)n3c(nc2c1)CCC3 | 18 | -13 | 0 | -0.4 | -9 | 0.6 | -3 | -4 | -2
CCOc1ccccc1C(=O)Nc1cc(C)ccc1NC(=O)c1ccco1 | -1 | 0 | 1 | -0.4 | 0 | -0.4 | 5 | -8 | -7
Cc1noc(C)c1C(=O)Nc1ccc(Cl)cc1C(F)(F)F | -2 | -17 | -5 | 0.2 | -4 | . | -9 | -8 | -4
Cc1cc(C(=O)COC(=O)c2n[nH]c3ccccc23)c(C)n1C | -15 | 2 | 3 | -0.3 | -6 | -0.9 | 0 | 3 | 2
Cn1c(=O)cc(OCCCC(=O)NCc2ccco2)c2ccccc21 | -6 | 8 | 8 | -1.3 | -5 | -0.7 | -4 | -5 | -8
CCOc1ccc2nc(NS(=O)(=O)c3ccc(NC(C)=O)cc3)sc2c1 | -5 | 2 | -1 | 0.1 | -4 | -0.3 | -6 | -4 | -4
CCc1cc(C(=O)O)c(NC(=O)/C=C/c2ccc(OC)c(OC)c2)s1 | 1 | 18 | 4 | -0.1 | 0 | 5.6* | 3 | 2 | -6
CC1(C(=O)NCc2ccccc2)CN(S(C)(=O)=O)CC(=O)N1CCc1c[nH]c2ccccc12 (stereo not given) | . | . | 6 | -0.8 | 4 | -0.4 | . | -11 | .
c1ccc(-c2nc(NCC3CCCO3)c3oc4ccccc4c3n2)cc1 (stereo not given) | 27 | -2 | -5 | -0.7 | 2 | 0.3 | -7 | -1 | -4
Cc1ccccc1CS(=O)(=O)c1nnc([C@H](Cc2ccccc2)NC(=O)OC(C)(C)C)o1 | 64* | 28 | 14 | -0.7 | -5 | -0.3 | 2 | -5 | -9
CCc1ccc(OCCOCC(O)CNC2CCCC2)cc1 (stereo not given) | -6 | 5 | 2 | 0.0 | -8 | -0.6 | -5 | -6 | -1
Nc1nncn1C(=O)CCCN1C(=O)c2ccccc2C1=O | -1 | -14 | 11 | -0.6 | -2 | 1.3 | 4 | -19 | -8
CCOC(=O)CSc1ccc(S(=O)(=O)N(C)C2CCCCC2)cc1[N+](=O)[O-] | 25 | 13 | 4 | 0.6 | 0 | 1.2 | 3 | 8 | 0
O=c1c2ccccc2ncn1-c1ccc([N+](=O)[O-])cc1[N+](=O)[O-] | 5 | 7 | 8 | -0.6 | -6 | 0.5 | -4 | -1 | 4
COc1ccc(-c2oc3ccccc3c2C(=O)OCc2ccccc2OC)cc1 | 33 | 4 | 6 | -0.3 | -3 | 1.1 | 14 | 4 | -2
COc1ccc(NC(=O)CSc2nnc(-c3cccs3)n2Cc2ccco2)cc1OC | -2 | -58 | 0 | -0.2 | -2 | -0.8 | -1 | -7 | -6
CC(=O)c1nn(-c2ccc(Br)cc2)cc1C(=O)c1ccccc1 | 1 | -1 | -1 | -0.1 | 9 | 1.6 | -6 | 9 | -5
Cc1cc(O)c(C=O)c2c1C(=O)Oc1c(CO)c(O)c3c(c1O2)C(O)OC3=O (stereo not given) | 0 | 24 | . | 0.1 | -51 | . | 72* | 6 | -17
CC1CCCC(NC(=O)c2cc(S(=O)(=O)N3CCCCC3)c[nH]2)C1C (stereo not given) | 3 | 4 | 3 | -0.8 | -11 | 3.0 | -1 | 0 | -6
O=C(COC(=O)/C=C/c1ccccc1[N+](=O)[O-])NNC(=O)c1ccc(F)cc1 | 1 | -8 | 2 | -0.3 | -7 | 0.2 | -10 | 19 | -1
Cc1cccc(N2C(=S)N=C(Nc3c(C)cccc3C)C23CCOC(C)(C)C3)c1 (stereo not given) | -6 | -99 | 5 | -0.2 | -8 | -0.1 | 7 | 3 | 0

Look-ups from the list:
Cc1ccccc1CS(=O)(=O)c1nnc([C@H](Cc2ccccc2)NC(=O)OC(C)(C)C)o1 in MsrA inh reads -0.3
Cn1c(=O)cc(OCCCC(=O)NCc2ccco2)c2ccccc21 in MT1-MMP act inh reads 8
CCOc1ccc2nc(NS(=O)(=O)c3ccc(NC(C)=O)cc3)sc2c1 in FAS-TE inh reads -5
